Screens: PubChem, several laboratories
E coli Lon inh: inhibits E. coli Lon protease; actives 0.42% (n = 360,000); P0A9M0; inhibition, % at 7.94 µM; purified E. coli Lon protease, fluorescence polarization; in the data active = inhibition above about 13%, passing the limit was not always enough;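 note: 0% = enzyme with probe and DMSO and 100% = no enzyme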
NRP1-CendR mod: alters CendR peptide binding to human NRP-1. O14786. FAM-RPARPAR peptide binding to NRP-1, fluorescence polarization. inhibition, % at 25 µM. actives 0.85% (n = 360,000). AID 602438;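 active = inhibition or corrected inhibition above about 18%, plus a signal ratio from 0.5 to 1.5, limit read from the data, passing the limit was not always enough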; note: strong numbers were not always called active
MsrA act: bovine methionine sulfoxide reductase A activation. actives 0.3% (n = 360,000). purified bovine MsrA, absorbance read-out. AID 602163. activation, % at 10.6 µM; in the data active = activation above about 7.5%;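 note: 0% = vehicle and 100% = reference activator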
SKN-1 inh: inhibitors of C. elegans SKN-1; C. elegans VP596 Pgst-4::GFP/RFP ratio, acrylamide-induced, 24 h; inhibition, % at 21.8 µM; actives 0.49% (n = 360,000);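 active = interference check ratio from 0.5 to 1.5 plus GFP to RFP signal ratio inhibition reaching or exceeding a fixed threshold, cut at about 30% in these data, passing the limit was not always enough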; note: some compounds called inactive have numbers as strong as hits
FAS TE block: inhibitors of human fatty acid synthase thioesterase domain; inhibition, % at 15 µM; recombinant FAS-TE, OMFH fluorogenic substrate, fluorescence endpoint; actives 0.67% (n = 360,000);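 active = compounds whose normalised, plate-corrected inhibition of enzyme fluorescence in the single-dose primary screen is 50% or more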;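 note: 0% = DMSO with enzyme and 100% = substrate without enzyme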
Target sequence (P49327 whole entry, looked up, the tested form may be a part): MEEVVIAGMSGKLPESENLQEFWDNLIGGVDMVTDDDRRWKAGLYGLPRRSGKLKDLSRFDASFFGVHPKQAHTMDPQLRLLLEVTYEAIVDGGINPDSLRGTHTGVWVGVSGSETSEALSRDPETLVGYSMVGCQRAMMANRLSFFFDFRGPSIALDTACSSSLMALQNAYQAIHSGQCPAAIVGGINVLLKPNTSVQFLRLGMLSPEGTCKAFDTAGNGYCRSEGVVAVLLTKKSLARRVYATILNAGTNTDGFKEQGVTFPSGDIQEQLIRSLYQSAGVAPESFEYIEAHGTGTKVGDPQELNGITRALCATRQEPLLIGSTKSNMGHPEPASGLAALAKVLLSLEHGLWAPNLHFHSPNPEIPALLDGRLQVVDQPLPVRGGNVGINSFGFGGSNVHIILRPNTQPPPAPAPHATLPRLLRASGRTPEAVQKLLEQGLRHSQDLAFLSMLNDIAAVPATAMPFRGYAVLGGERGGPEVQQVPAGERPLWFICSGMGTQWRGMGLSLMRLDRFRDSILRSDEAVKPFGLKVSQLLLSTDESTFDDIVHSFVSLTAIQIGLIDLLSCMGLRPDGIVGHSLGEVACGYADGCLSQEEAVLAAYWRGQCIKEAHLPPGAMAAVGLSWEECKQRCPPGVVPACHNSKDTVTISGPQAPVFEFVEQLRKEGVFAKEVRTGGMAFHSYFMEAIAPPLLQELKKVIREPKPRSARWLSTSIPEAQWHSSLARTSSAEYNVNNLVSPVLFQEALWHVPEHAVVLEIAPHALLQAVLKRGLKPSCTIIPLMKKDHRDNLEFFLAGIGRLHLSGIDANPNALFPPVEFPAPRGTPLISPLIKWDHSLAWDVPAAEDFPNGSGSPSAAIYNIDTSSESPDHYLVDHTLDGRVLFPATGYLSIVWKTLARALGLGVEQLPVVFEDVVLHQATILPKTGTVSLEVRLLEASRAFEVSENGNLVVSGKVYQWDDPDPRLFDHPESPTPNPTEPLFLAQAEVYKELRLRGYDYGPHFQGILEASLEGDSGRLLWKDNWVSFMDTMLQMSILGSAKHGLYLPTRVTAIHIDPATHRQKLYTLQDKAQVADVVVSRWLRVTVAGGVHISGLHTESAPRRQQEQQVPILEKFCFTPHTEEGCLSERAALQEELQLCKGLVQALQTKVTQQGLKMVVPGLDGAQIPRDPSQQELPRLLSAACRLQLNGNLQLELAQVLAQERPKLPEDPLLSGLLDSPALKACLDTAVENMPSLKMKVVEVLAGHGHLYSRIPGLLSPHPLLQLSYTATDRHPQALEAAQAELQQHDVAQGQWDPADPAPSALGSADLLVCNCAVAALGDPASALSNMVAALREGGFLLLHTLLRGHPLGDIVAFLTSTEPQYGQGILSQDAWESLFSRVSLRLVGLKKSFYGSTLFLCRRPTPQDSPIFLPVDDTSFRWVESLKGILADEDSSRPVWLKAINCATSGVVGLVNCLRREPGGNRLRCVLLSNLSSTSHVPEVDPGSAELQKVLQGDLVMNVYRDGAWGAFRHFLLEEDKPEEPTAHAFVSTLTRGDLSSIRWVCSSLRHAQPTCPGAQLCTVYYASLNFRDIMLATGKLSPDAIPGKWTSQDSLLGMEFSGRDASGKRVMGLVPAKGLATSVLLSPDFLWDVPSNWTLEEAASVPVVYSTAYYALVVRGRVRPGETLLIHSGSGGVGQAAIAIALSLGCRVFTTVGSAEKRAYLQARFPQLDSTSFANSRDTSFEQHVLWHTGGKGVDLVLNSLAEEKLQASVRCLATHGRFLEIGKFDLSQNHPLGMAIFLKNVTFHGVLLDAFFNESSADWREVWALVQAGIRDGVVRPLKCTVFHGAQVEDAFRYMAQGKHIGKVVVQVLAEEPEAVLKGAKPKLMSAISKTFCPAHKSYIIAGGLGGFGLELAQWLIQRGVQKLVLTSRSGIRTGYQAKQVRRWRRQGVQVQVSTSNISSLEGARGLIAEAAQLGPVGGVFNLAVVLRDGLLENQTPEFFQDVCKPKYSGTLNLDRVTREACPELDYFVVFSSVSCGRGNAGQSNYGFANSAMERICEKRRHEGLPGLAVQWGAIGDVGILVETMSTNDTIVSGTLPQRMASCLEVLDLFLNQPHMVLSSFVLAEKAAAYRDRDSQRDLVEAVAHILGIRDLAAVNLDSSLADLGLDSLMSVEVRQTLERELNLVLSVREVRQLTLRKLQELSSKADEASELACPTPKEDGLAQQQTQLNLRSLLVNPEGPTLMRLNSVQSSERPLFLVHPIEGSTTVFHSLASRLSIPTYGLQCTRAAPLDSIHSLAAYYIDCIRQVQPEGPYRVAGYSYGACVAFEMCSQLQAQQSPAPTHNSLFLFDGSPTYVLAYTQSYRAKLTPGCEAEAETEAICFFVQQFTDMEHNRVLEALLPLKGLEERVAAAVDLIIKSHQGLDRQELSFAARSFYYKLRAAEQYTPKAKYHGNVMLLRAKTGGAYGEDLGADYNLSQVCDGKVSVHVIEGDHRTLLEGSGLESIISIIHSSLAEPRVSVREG
MsrA inh: bovine MsrA inhibition | inhibition, % at 15.5 µM | actives 0.75% (n = 360,000) | AID 651718 | purified bovine MsrA, absorbance read-out; in the data active = inhibition above about 4.5%;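 note: 0% = vehicle wells with enzyme and 100% = reference inhibitor wells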
MLLE-PAM2 inh: blocks PAM2 peptide binding to the PABP1 MLLE domain | P11940 | GST-MLLE / FITC-PAM2 fluorescence polarization | inhibition, % at 20 µM | actives 0.36% (n = 360,000); in the data active = inhibition above about 35%, passing the limit was not always enough;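 note: plate controls were DMSO wells with GST-MLLE for no effect and wells lacking GST-MLLE protein for full effect; some results filed as inactive read as strong as hits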
TbMetRS inhib: Trypanosoma brucei MetRS inhibition. inhibition, % at 11.9 µM. purified T. brucei MetRS, ATP depletion, Kinase-Glo luminescence. actives 0.4% (n = 360,000). AID 624268;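 active = inhibition above a per-plate cutoff of the control wells' mean inhibition plus 3 SD, cut at about 5.5% in these data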;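 note: 0% = DMSO wells median and 100% = median of wells with control inhibitor compound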
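technique = Kinase-Glo luminescence, ATP depletion format | system = purified MetRS (methionyl-tRNA synthetase) enzyme from Trypanosoma brucei | timing = 15 min preincubation, 2 h reaction, all 25 °C | evaluation = percent inhibition versus plate control medians | dosing = single dose, 11.9 µM final nominal, 0.9% final DMSO | also added = substrates ATP, L-methionine and bulk Escherichia coli tRNA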
MT1-MMP act inh: inhibitors of human MT1-MMP activation; actives 0.061% (n = 360,000); GFP/RFP ratio change, % at 20 µM; HT1080 RFP-PRO-GFP cells, GFP/RFP ratio fluorescence, overnight; percent of plate control window, DMSO zero; AID 651647;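 active = GFP/RFP ratio change of at least 30% with cell ATP level not reduced by more than half and red fluorescence within 50% of control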; note: strong numbers were not always called active
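Material: RFP-PRO-GFP reporter HT1080 cells. Dosing: single-point 20 µM compound, 1% DMSO. Controls: DMSO and RFP-L50D-GFP cell wells. Timing: cells overnight before dosing, compound overnight, 37 °C, 5% CO2. Measure: GFP/RFP fluorescence ratio.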
Starred values were filed as active, the others as inactive; x = not tested or not shown.

SMILES	E coli Lon inh	NRP1-CendR mod	MsrA act	SKN-1 inh	FAS TE block	MsrA inh	MLLE-PAM2 inh	TbMetRS inhib	MT1-MMP act inh
CC(C)(C)C(=O)NCCc1nc(-c2ccccc2)no1	-2	0	-3	21	-1	-0.2	-9	-0.2	1
COc1ccc(/C=N/NS(C)(=O)=O)c(OC)c1	-2	1	-7	-23	-6	-0.2	-18	-0.7	4
CC(C)OCC(O)Cn1c(N2CCCC2)nc2c1c(=O)n(C)c(=O)n2C (centres undefined)	-2	3	5	6	-2	0.1	6	-0.3	-2
C[C@H](NS(=O)(=O)c1ccc2c(c1)OCCCO2)C(=O)N1CCN(Cc2ccc(C#N)cc2)CC1	-2	-13	-11	5	-5	0.0	10	-0.5	6
CCOC(=O)N1CCN(Cc2nc3cc(NC(=O)CC)ccc3n2C)CC1	0	0	-4	-4	-3	-0.7	8	-0.9	-2
Cc1nc2sc(C(N)=O)c(N)c2c2c1CCCC2	1	-5	-3	0	-1	0.1	26	1.1	-17
O=C(C1CCC1)N1CCc2cc(S(=O)(=O)NCCCN3CCCCC3)ccc21	-1	2	3	14	-7	-0.2	-3	-0.6	1
ONC(=Nc1ccccc1)c1ccc(Cl)cc1	8	15	-3	11	-6	-0.8	11	0.0	-1
CCOc1ccc(CN(C)CC(=O)c2c(N)n(Cc3ccccc3)c(=O)n(CC)c2=O)cc1OC	-3	-6	-2	15	-5	2.6	-12	-0.8	-2
O=C(CNC(=S)NC(=O)c1cccc([N+](=O)[O-])c1)c1ccccc1	1	-15	-4	-8	6	-0.4	22	-0.5	5
CN(C(=O)COC(=O)c1ccccc1OCc1ccc(Cl)cc1)c1c(N)n(Cc2ccccc2)c(=O)[nH]c1=O	5	-17	-2	4	7	-0.2	-15	-0.3	-5
COc1ccc(C(C)=O)cc1COc1ccccc1[N+](=O)[O-]	-2	5	-8	-1	4	0.5	-1	-0.7	-2
COc1ccc(CNC(=O)c2cc(-c3ccccc3OC)on2)cc1	-8	-3	-1	5	20	x	-1	-0.1	0
CCCCC(=O)Nc1cccc(-c2csc(-c3ccccc3)n2)c1	-6	-2	-14	1	25	1.2	5	-1.1	3
FC(F)(F)c1ccc(-n2cn[nH]c2=S)cc1	2	10	4	-1	-2	2.1	-42	-1.2	3
NC(=O)NC(CC(=O)NCCCc1ccccc1)c1ccccc1Cl (centres undefined)	-9	-16	-3	-2	-4	0.1	-1	-0.4	1
C/C(=C\c1ccccc1)C(=O)NCCCn1ccnc1	0	11	1	-7	-4	1.0	16	-0.1	5
CCCOc1c(Cl)cc(C(=O)Nc2ccc3c(c2)OCO3)cc1OCC	-4	-6	1	26	32	1.2	-12	-0.8	x
CCOc1ccc(NS(=O)(=O)c2ccc(C(=O)NC3CCC(O)CC3)cc2)cc1 (centres undefined)	2	11	0	8	-2	-0.5	-12	-0.6	0
O=C(CNC(=O)c1ccccc1C(F)(F)F)N/N=C/c1cccs1	-5	8	-6	-18	-7	0.9	1	-0.6	-2
COC(=O)c1c(NC(C)=O)sc(C(=O)Nc2ccccc2C)c1C	-6	-10	-3	12	5	-0.9	-9	-1.0	1
COC(=O)CC1=C(C(=O)OC)C(c2cccc(OCC(N)=O)c2)C(C#N)=C(N)O1 (centres undefined)	1	9	0	5	-8	-0.6	7	-0.2	-18
O=S(=O)(CCN1CCOCC1)c1ccccc1	0	1	-6	6	-4	-0.4	0	-1.2	0
CCCCn1cc([N+](=O)[O-])nc1C	12	-11	-7	-1	-6	1.6	32	-1.4	3
Cc1cc(NC(=O)c2c(Cl)cccc2Cl)no1	8	1	0	9	-6	0.1	12	-0.5	-3
CCNC(=O)N(C)C[C@H]1N[C@@](C)(C(=O)OC)[C@H]2C(=O)N(C)C(=O)[C@@H]12	-11	-6	4	-7	-19	0.6	-1	-0.1	-1
CN(C)NC(=O)c1ccc([N+](=O)[O-])s1	3	7	-9	1	3	0.7	-9	-1.3	-3
O=C(NCc1cccc(F)c1)c1cccc(OC2CCN(C(=O)C3CC3)CC2)c1	-6	24*	-6	-14	0	-0.1	9	-0.2	-7
CCCn1cc(S(=O)(=O)c2ccccc2)c(=O)c2cc(CC)ccc21	3	12	-4	8	4	3.1	11	-0.6	1
O=C(Cn1ccc2cc(S(=O)(=O)N3CCCC3)ccc21)NCc1ccccc1	-2	1	-1	4	-2	-0.6	-10	-0.6	-1
CC(=O)Nc1ccc(OCc2nnc(-c3ccc(Cl)cc3)o2)cc1	-4	-2	-3	18	-1	-0.7	13	-0.5	16
C[C@H](O)[C@@H]1C(=O)N2CCc3ccc(-c4ccccc4)cc3[C@@H]2C[C@@H]1N(C)C(=O)NC1CCCCC1	5	12	0	-10	17	2.7	-11	-0.2	3
CC(=O)Oc1ccc(-c2cccc(C(=O)N3CCCCC3)c2)cc1	12	-12	-2	20	-1	0.5	-12	-0.4	2
COc1ccc(/C(C)=N/NC(=O)Cn2nc([N+](=O)[O-])cc2C)cc1	-8	-2	-2	2	8	-1.6	15	0.2	1
COc1ccc(-c2cccc(C(=O)Nc3cccc(C(=O)O)c3)c2)cc1	-7	-20	-2	12	-3	0.5	11	0.2	4
CC(C)CCN1CC(C(=O)NCCC2=CCCCC2)CC1=O (centres undefined)	-6	-6	-3	1	0	0.0	-3	-0.6	0
CCCCNC(=O)NS(=O)(=O)c1cnccc1Sc1ccc(Cl)cc1	-3	8	-3	10	-7	0.5	20	-1.3	2
Cc1cccc(-c2cc(=O)c(C(=O)O)cn2-c2ccc(F)cc2F)c1	3	6	-7	13	-15	-0.5	25	-0.3	3
Nc1c(Cl)cc(S(N)(=O)=O)cc1S(N)(=O)=O	1	0	-2	8	-6	-0.1	-8	-0.6	1
CCOC(=O)Nc1cc2c(c(N)n1)N=C(c1ccccc1)CN2	-67	-17	-2	-47	-8	0.4	3	-0.4	-36
COc1ccc(/C=N/NC(=O)CN(C)C(=O)OCc2ccccc2)cc1OC	5	-9	-7	-20	-3	0.6	-1	-0.8	-3
CCn1c2ccccc2c2cc(C3C(C#N)=C(C)NC(C)=C3C#N)ccc21	-1	-5	-2	19	40	-1.4	11	-0.1	-2
CC1(C)CC(=O)C2=C(C1)Nc1cc3c(cc1C2c1ccc2c(c1)OCO2)OCO3 (centres undefined)	-7	2	-2	6	10	0.7	-7	-0.5	-4
Cc1ccc(NC(=O)C2CCC(=O)N2)cc1C (centres undefined)	0	10	-3	-19	-3	-0.3	-4	0.0	2
COC(=O)c1sc(NC(=O)c2ccc(C)o2)nc1C	-12	-5	-14	-4	-14	2.5	11	-3.2	1
S=c1sc2ccccc2n1CCc1ccncc1	3	22	-2	22	-5	1.3	11	-0.2	-13
O=C1CCCN1c1ccc(S(=O)(=O)Oc2ccc(Cl)cc2)cc1[N+](=O)[O-]	7	5	-2	3	15	-0.4	8	-0.3	1
CCOc1nc(-c2ccccc2)ccc1-c1noc(COC)n1	-1	7	-8	0	22	1.7	-11	-0.4	-9
NS(=O)(=O)c1ccc(NC(=O)Nc2cccc(Cl)c2)cc1	-6	5	-3	12	2	2.3	-6	1.3	1
CCOC(=O)C1(Cc2ccc(Cl)cc2)CCN(C(=O)CCc2cnccn2)CC1	0	3	-7	0	-6	0.9	7	-0.7	5
O=C(CSCc1ccc(Cl)cc1)N/N=C/c1ccco1	4	-11	-4	-2	2	1.1	2	3.6	1
CCN(CC)S(=O)(=O)c1ccc(C)c(NC(=O)Cc2ccc(S(=O)(=O)N3CCOCC3)s2)c1	-17	4	-2	2	2	0.9	-15	-0.1	6
Cc1nc(CC(=O)NNS(=O)(=O)c2ccc(F)c(Cl)c2)cs1	-3	-1	-5	13	-12	1.5	9	-0.4	3
C=CCn1c(COc2cccc(C)c2)nnc1SC(C)C(=O)NC1CC1 (centres undefined)	3	2	0	-13	-3	0.1	-9	0.0	0
COc1ccc(OCC(=O)Nc2ccccc2C(=O)NC2CC2)cc1	2	-16	-3	19	-2	-0.1	-14	-0.4	2
COc1ccc(NC(=S)NCCC(c2ccccc2)c2ccccc2)c(OC)c1	-3	-6	-3	-20	12	-0.1	-74	-1.4	2
Cc1ccc(NC(=O)COC(=O)C2C3CC4OC(=O)C2C4C3)cc1 (centres undefined)	1	4	-1	22	-3	-0.4	-10	0.1	3
COc1cc(Br)c(C(C)NC(=O)c2ccc(C)cc2)cc1OC (centres undefined)	2	3	-1	-1	0	0.0	0	-0.1	7
Nc1ccc2oc(-c3cc(Br)ccc3Cl)nc2c1	-8	-1	-4	16	5	x	-11	-1.0	1
COc1ccc(NC(=S)N2CCN(C(=O)C3CCCO3)CC2)cc1 (centres undefined)	-3	7	1	11	-3	-0.3	-15	-0.2	2
Carrying on:
SMILES	E coli Lon inh	NRP1-CendR mod	MsrA act	SKN-1 inh	FAS TE block	MsrA inh	MLLE-PAM2 inh	TbMetRS inhib	MT1-MMP act inh
CC(C)(C)[C@H]1C=C(C(=O)Nc2ccccc2)O[C@@H](OCc2ccc(CO)cc2)C1	-11	14	-2	10	20	-0.6	-6	-0.4	2
O=C1CSC(=S)N1Nc1ccccc1	-165	-6	-2	36*	-4	1.6	26	-0.2	3
Nc1nc2cc3c(cc2cc1C(=O)NCc1ccc(F)cc1)OCO3	0	-28	-3	1	-4	x	x	-0.1	3
COc1ccc(/C=N/NC(=O)c2ccncc2)c(OC)c1	-1	-7	-5	3	-8	4.2	-4	0.3	0
FC(F)(F)c1cc(-c2cccs2)nc(-n2cc(Br)cn2)n1	3	1	-1	45*	20	0.5	-5	-0.1	0
O=C(CSCc1c(F)cccc1Cl)NNC(=S)NC1CCCCC1	6	1	-2	-8	3	-1.0	-9	0.6	3
O=C(/C=C/c1ccccc1)NCc1cccnc1	6	8	-4	-12	-5	-0.5	6	0.3	-3
Cc1ccc(S(=O)(=O)Cn2nnnc2C(c2ccc(F)cc2)N2CCC(C(N)=O)CC2)cc1 (centres undefined)	10	10	-3	5	-4	0.1	0	-0.4	-1
C#CC(CC)(CC)NC(=O)c1nn(-c2ccccc2Cl)c(C)cc1=O	-11	3	-2	24	0	0.2	4	-0.1	-1
CCN(CC)S(=O)(=O)c1ccc(C(=O)Nc2nnc(-c3ccco3)o2)cc1	4	-1	-7	-5	-6	1.6	4	-0.8	1
Cc1cc(C)c(S(=O)(=O)c2ccccc2)c(N(C)C)n1	-3	0	-3	-3	-2	1.0	-11	-1.1	0
Cc1cccc(CN2C(=O)N/C(=C/c3ccc(C)s3)C2=O)c1	-75	-129	-2	13	-40	0.2	-74	-0.6	-10
COc1ccccc1C1CCN(c2ccc([N+](=O)[O-])cn2)CC1	-12	0	-3	-7	25	1.0	5	0.0	7

Compounds shown so far that have a COOH group:
SMILES	E coli Lon inh	NRP1-CendR mod	MsrA act	SKN-1 inh	FAS TE block	MsrA inh	MLLE-PAM2 inh	TbMetRS inhib	MT1-MMP act inh
COc1ccc(-c2cccc(C(=O)Nc3cccc(C(=O)O)c3)c2)cc1	-7	-20	-2	12	-3	0.5	11	0.2	4
Cc1cccc(-c2cc(=O)c(C(=O)O)cn2-c2ccc(F)cc2F)c1	3	6	-7	13	-15	-0.5	25	-0.3	3
